From PubChem BioAssay
14-3-3 PPI – modulators of human 14-3-3 gamma - Raf peptide interaction. 160,000 compounds, 0.19% hits. P61981. inhibition, % at 40 µM. FP, 14-3-3gamma / TMR-pS259-Raf peptide binding. AID 422; in the data active = inhibition above about 30%;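 note: 0% = protein plus tracer without compound and 100% = blank with tracer alone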
Target sequence (P61981 whole entry, looked up): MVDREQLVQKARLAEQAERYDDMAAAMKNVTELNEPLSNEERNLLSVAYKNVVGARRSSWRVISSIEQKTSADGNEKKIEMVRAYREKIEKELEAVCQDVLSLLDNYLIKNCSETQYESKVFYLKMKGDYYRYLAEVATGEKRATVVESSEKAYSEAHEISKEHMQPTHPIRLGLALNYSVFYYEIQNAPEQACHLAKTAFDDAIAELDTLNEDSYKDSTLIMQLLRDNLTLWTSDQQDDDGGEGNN
* marks the source's active call; other numbers are inactive results; & = joins results of further samples. Only part of the results is shown. The share of hits here may be higher or lower than overall.

SMILES	14-3-3 PPI
O=C(NC1=Nc2cccc3cccc1c23)c1ccc([N+](=O)[O-])cc1	-17.0
CC(=NCc1cccnc1)c1c(C)[nH]n(-c2ccc([N+](=O)[O-])cc2)c1=O	-4.7
COC(=O)c1sc(NC(=O)c2cc3nc(-c4ccc([N+](=O)[O-])cc4)cc(C(F)(F)F)n3n2)c(C(=O)OC)c1C	4.7
CC(C)(C)C(=O)C(CO)(Oc1ccc(Cl)cc1)n1cncn1 (stereo unspecified)	0.7
Cc1ccc(NC(=O)Cn2cc3c(n2)CCC(C)C3)cc1 (stereo unspecified)	-1.9
CCOC(=O)c1ccc(NC(=O)COc2ccccc2OC)cc1	7.2
CCOC(=O)N1CCC(N2Cc3cccc(C(=O)NCc4ccc5c(c4)OCO5)c3C2=O)CC1	-6.2
CC(=O)N1c2ccc(S(=O)(=O)NC3CCCCC3)cc2CC1C (stereo unspecified)	5.2
COc1cc(OC)cc(-n2nc(C(=O)Nc3cc(C)c(Cl)cc3OC)c3ccccc3c2=O)c1	-12.1
O=C1OC(c2ccc(Br)cc2)(c2ccc(Br)cc2)c2ccccc21	-4.1
O=S(=O)(Nc1ccc(OC(F)(F)F)cc1)c1cnc[nH]1	1.9
COc1ccc2c(c1)CCc1c-2n[nH]c1C(=O)O	-8.3
CN1CCCN(Cc2ccccc2C(F)(F)F)CC1	5.7
CSc1ccccc1N1C(=O)C2CC(C)=C(C)CC2C1=O (stereo unspecified)	0.7
O=C(NCC1COc2ccccc2O1)Nc1ccccc1F (stereo unspecified)	1.5
CCOC(=O)N1CCN(C(=O)C2CCCN(c3ncnc4c3sc3cccc(F)c34)C2)CC1 (stereo unspecified)	-10.8
Cc1nc(-c2ccccc2)sc1C(N)=O	-2.9
COc1ccc(CC(Cc2nc3ccccc3[nH]2)c2nc3ccccc3[nH]2)cc1 (stereo unspecified)	-9.5
Cn1cccc1Cc1nnc(SCC(=O)N2CCOCC2)n1-c1ccc(F)cc1	-5.0
COc1ccc(-c2[nH]c3ccccc3c2C(C[N+](=O)[O-])c2ccc(OC)cc2)cc1 (stereo unspecified)	-5.1

Reprinted from the part before: 6 entries, then new ones.
SMILES	14-3-3 PPI
O=C(NCC1COc2ccccc2O1)Nc1ccccc1F (stereo unspecified)	1.5
CCOC(=O)N1CCN(C(=O)C2CCCN(c3ncnc4c3sc3cccc(F)c34)C2)CC1 (stereo unspecified)	-10.8
Cc1nc(-c2ccccc2)sc1C(N)=O	-2.9
COc1ccc(CC(Cc2nc3ccccc3[nH]2)c2nc3ccccc3[nH]2)cc1 (stereo unspecified)	-9.5
Cn1cccc1Cc1nnc(SCC(=O)N2CCOCC2)n1-c1ccc(F)cc1	-5.0
COc1ccc(-c2[nH]c3ccccc3c2C(C[N+](=O)[O-])c2ccc(OC)cc2)cc1 (stereo unspecified)	-5.1
CCSc1nc2c(c(=O)[nH]c(=O)n2C)n1CC(O)COc1ccccc1C (stereo unspecified)	-11.1
COC(=O)CN(c1ccc(OC)c(OC)c1)S(C)(=O)=O	-13.0
O=C(Nc1ccc(Br)cc1C(=O)O)c1ccc2c(c1)C(=O)N(c1ccccc1-c1ccccc1)C2=O	-35.5
CCc1cccc(C)c1NC(=O)c1ccc([N+](=O)[O-])cc1Cl	3.7
Cc1sc2c(c1C)c(=O)n(-c1ccc3c(c1)OCO3)c(=O)n2Cc1cccc([N+](=O)[O-])c1	3.7
COc1ccc(C(c2nnnn2Cc2ccccc2)N2CCN(c3nc4ccccc4s3)CC2)cc1 (stereo unspecified)	-2.7
Cc1ncc([N+](=O)[O-])n1CC(=O)Nc1ccc2c(c1)OCO2	-2.9
Fc1ccc(OCCCCN2CCOCC2)cc1	-0.8
Cc1ccc(-c2c(C(=O)N3CCN(c4cc(C)ccc4C)CC3)oc(=O)c3ccccc23)cc1	-10.3
CCOc1cccc2cc(-c3nnc(-c4ccccc4)o3)c(=O)oc12	-3.5&-0.8
O=C(Nc1ccccc1C(=O)NCc1ccco1)c1ccccc1	-4.7
NS(=O)(=O)c1cccc(C(=O)N2CCCc3ccccc32)c1	-11.3
Cc1c(Cl)cccc1NC(=O)c1sc2nc3c(c(-c4ccco4)c2c1N)CCCC3	-56.4
CCc1ccc(NC(=O)C2CCN(S(=O)(=O)c3ccc(Cl)cc3)CC2)cc1	-2.6
CC(=O)NC(Cc1ccccc1)C(=O)N1CCN(C(=O)c2cccs2)CC1 (stereo unspecified)	-3.6
COc1cc(NC(=O)CC2Sc3ccccc3NC2=O)c(OC)cc1Cl (stereo unspecified)	-6.5
Cc1cc(Br)ccc1NC(=O)CCNS(=O)(=O)c1cccs1	-5.9
CCOCCCNC(=O)c1ccc2nc(-c3ccco3)c(-c3ccco3)nc2c1	-18.1
CCOc1ccc2[nH]c(=O)c(CN(CC3COCCO3)C(=O)C3CC3)cc2c1 (stereo unspecified)	39.5*
COc1cccc(-n2nc(C(=O)Nc3cnc4ccccc4c3)c3ccccc3c2=O)c1	3.0

Shown as a hit in 14-3-3 PPI, of those listed so far:
SMILES	14-3-3 PPI
CCOc1ccc2[nH]c(=O)c(CN(CC3COCCO3)C(=O)C3CC3)cc2c1 (stereo unspecified)	39.5*

(listing goes on)
SMILES	14-3-3 PPI
CCC1(CC)Cc2ccccc2C(Nc2c(C)n(C)n(-c3ccccc3)c2=O)=N1	-7.0
CCOC(=O)C1=C(C)NC2=C(C(=O)CC(c3ccccc3)C2)C1c1ccc(OC)cc1OC (stereo unspecified)	-0.3
c1ccc(CCN2CN(CCCN3CCOCC3)c3nc4ccccc4n3C2)cc1	-0.6
O=C(c1ccc2c(=O)n(CCc3ccccc3)c(=O)[nH]c2c1)N1CCN(C2CCCCC2)CC1	-6.3
CCOc1ccc(C(=O)N2CC(=O)Nc3ccc(Cl)cc3C2c2ccc(F)cc2)cc1 (stereo unspecified)	-20.0
CCOC(=O)C1CCN(C(=O)Cc2c(F)cccc2Cl)CC1	-3.2
Cc1ccc(-c2nn3c(C)nnc3s2)cc1NC(=O)COc1ccc(Cl)cc1	-7.5
O=C(O)Cn1c(CCS(=O)(=O)c2ccc(Br)cc2)nc2ccccc21	7.8
CCOc1ccc(S(=O)(=O)N2CCSC2c2ccc(Br)cc2)cc1 (stereo unspecified)	-2.4
CCOC(=O)c1ccc(NS(=O)(=O)c2ccc(Cl)c(N)c2)cc1	-46.0
CN1C(=O)CC(C(=O)NCCc2ccccc2)SC1=Nc1cccc(C(F)(F)F)c1 (stereo unspecified)	0.0
Cc1ccnc(NC(=O)c2ccc([N+](=O)[O-])cc2)c1	0.4
O=C(c1ccc(C(F)(F)F)cc1)N1CCN=C1SCc1ccc([N+](=O)[O-])cc1	1.5
COc1ccc(NC(=O)c2cc3c(CO)cnc(C)c3oc2=Nc2ccc(OC)c(OC)c2)cc1	-5.8
CCc1ccc(N(C)S(=O)(=O)c2ccc3[nH]cc(C(=O)N4CCCCCC4)c(=O)c3c2)cc1	-5.9
CCCCCn1c(=O)c(-c2nc3ccccc3c(=O)[nH]2)c(O)c2ccccc21	-9.1
COc1ccc(N2CCN(C(=O)C3CCN(S(=O)(=O)N4CCOCC4)CC3)CC2)cc1	4.1&3.6
CCOc1ccc(S(=O)(=O)NCC2CCCN2CC)c2cccnc12 (stereo unspecified)	-3.0
O=C(O)CC(NC(=O)C(c1ccccc1)c1ccccc1)c1ccco1 (stereo unspecified)	-3.2
CC(=O)Oc1ccc2c(c1)C(=O)c1ccccc1C2=O	-7.0

Three entries out of the list, arranged by formula weight, rising:
SMILES	14-3-3 PPI
Cc1ccnc(NC(=O)c2ccc([N+](=O)[O-])cc2)c1	0.4
CC(=O)Oc1ccc2c(c1)C(=O)c1ccccc1C2=O	-7.0
CCOc1ccc(S(=O)(=O)NCC2CCCN2CC)c2cccnc12 (stereo unspecified)	-3.0

The results go on.
SMILES	14-3-3 PPI
Oc1c(C(c2cccs2)N2CCC3(CC2)OCCO3)sc2ncnn12 (stereo unspecified)	4.5
CCc1cccc(NC(=O)CN(C)S(=O)(=O)c2cnc[nH]2)c1	-7.1
CCn1c(CCNC(=O)C(C)(C)C)nc2ccccc21	1.7
C=CCOC(=O)C1=C(C)Nc2ncnn2C1c1cc(Br)ccc1OC (stereo unspecified)	4.5
CC1=C(C)CS(=O)N(S(=O)(=O)c2cccc([N+](=O)[O-])c2)C1 (stereo unspecified)	-3.3
Cc1nn(CCC#N)c2nc(C(F)(F)F)[nH]c(=O)c12	0.7
CC1=C(C(=O)OC2CCCC2)C(c2ccncc2)C2=C(CCCC2=O)N1 (stereo unspecified)	-1.6
CCC(=O)N1c2ccc(S(=O)(=O)CCC(=O)Nc3ncc(Br)s3)cc2CC1C (stereo unspecified)	-70.1
CCOC(=O)C1CCN(S(=O)(=O)c2cccc(-c3csc(C)n3)c2)CC1	-8.7
COc1ccc(S(=O)(=O)N2CCN(Cc3ccc4c(c3)OCO4)CC2)cc1	6.9
COCCOC(=O)C1=C(C)NC2=C(C(=O)CC(C)(C)C2)C1c1coc2ccccc2c1=O (stereo unspecified)	-3.1
COc1ccc(C2C(C(=O)Nc3ccc(Br)cc3C)CCC(=O)N2c2cc(OC)c(OC)c(OC)c2)cc1 (stereo unspecified)	0.4
O=C(O)CCNc1nc(F)cc(F)n1	0.2
O=C(c1ccc([N+](=O)[O-])cc1)c1ccc([N+](=O)[O-])cc1	1.8
CC(C)(C)c1ccc(C(=O)N2CCN(C(=O)c3ccc(C(C)(C)C)cc3)CC2)cc1	-15.6
CCC(=O)N1c2ccccc2NC2=C(C(=O)CC(c3cccs3)C2)C1c1ccc(C(=O)OC)cc1 (stereo unspecified)	4.3
CC1=C(C(=O)OCCOc2ccccc2)C(c2ccc3c(c2)OCO3)C2=C(CC(c3ccccc3)CC2=O)N1 (stereo unspecified)	-0.3
O=C(COC(=O)c1ccc(N2C(=O)CCC2=O)cc1)Nc1nc(-c2ccc(Br)cc2)cs1	-80.0
CCCCC(CC)Cn1c(=S)[nH]c2ccc(N3CCOCC3)cc2c1=O (stereo unspecified)	-3.2
C=CCNS(=O)(=O)c1cccs1	-2.2
CCOc1ccc(NC(=O)c2ccc(N3CC4CC(C3)c3cccc(=O)n3C4)c([N+](=O)[O-])c2)cc1 (stereo unspecified)	2.4
CCCN(CCC)C(=O)c1c(C)[nH]c(C(=O)OCC)c1C	-1.0
CCOc1cc(C2Nc3cc(C)c(C)cc3NC3=C2C(=O)CC(C)(C)C3)cc(Br)c1OC (stereo unspecified)	6.8
Cc1nc(SCc2ccc(Br)cc2)[nH]c(=O)c1C	-2.5
CC(C)NC(=O)C1CCN(S(=O)(=O)c2ccc(Br)s2)CC1	6.8
C/C(=C(\C#N)C(=O)NC1CCCCC1)N(C)C	-4.8
Cc1ccc2oc(-c3cccc(NC(=O)C4CCCO4)c3)nc2c1 (stereo unspecified)	-4.2
COc1ccc(N2C(=O)CSC2c2cc3c(cc2[N+](=O)[O-])OCO3)c(OC)c1 (stereo unspecified)	-1.9
Clc1nnc2ccc(-c3ccccc3)nn12	-9.5
Nc1nc2cc3nc(N)sc3cc2s1	-10.5
CC(=O)c1c(C)oc2ccc(N(C(C)=O)S(=O)(=O)c3cccc([N+](=O)[O-])c3)cc12	-3.9
N#Cc1nc(COc2ccc(Br)cc2)oc1N1CCN(Cc2ccccc2)CC1	-4.7&-1.3
C=CCNc1nc(N)c(C(=O)c2ccc(Cl)cc2)s1	-9.8
Cc1ccc2[nH]c(=O)c(CN(CCO)C(=O)NCc3ccccc3)cc2c1	5.6
COc1ccc(-c2nc(SCC(=O)NC3CCCC3)c3c(=O)n(C)c(=O)n(C)c3n2)cc1	1.8
O=C(CC1NC(=O)NC1=O)Nc1cccc2ccccc12 (stereo unspecified)	-10.9
CCc1nc(SCc2ccccn2)c2c(=O)n(C)c(=O)n(C)c2n1	-8.0
CN1CCN(C(=O)CN2C(=O)CC(C)(C)S(=O)(=O)c3ccccc32)CC1	-3.8
COc1ccc(NC(=O)c2ccc(=O)oc2)cc1	-0.7
Cc1ccc(Oc2ccc(N3C(=O)C4C5CCC(C5)C4C3=O)cc2)cc1 (stereo unspecified)	-0.1
O=[N+]([O-])c1ccc(CSc2nc(Nc3ccc4c(c3)OCO4)c3ccccc3n2)cc1	-2.1
Cn1c(=O)c(=O)n(C)c2cc(S(=O)(=O)N3CCN(Cc4ccccc4)CC3)ccc21	-2.3
COc1ccc(NC(=O)c2c(NC(C)=O)sc3c2CCCCC3)cc1	-16.2
CC1(C)NC(=O)NC2(C)NC(=O)NC(C)(C)C12 (stereo unspecified)	-2.9
Cc1ccc(-n2nc3c(c2NC(=O)Cc2ccc(F)cc2)CS(=O)(=O)C3)cc1	-4.7
COc1ccc(OC)c(CN2CCC(N3CCN(c4ccccc4OC)CC3)CC2)c1	1.1
CCN(CC)CCCC(C)Nc1c2ccc(Cl)cc2nc2ccc(OC)cc12 (stereo unspecified)	-3.5
CCOC(=O)N1CCN(c2c(-c3ccc(C(C)C)cc3)c(=O)c2=O)CC1	-4.1
O=C1C2CCCN2C(c2cccc(Br)c2)N1c1ccc(F)cc1 (stereo unspecified)	-18.4
CC(C)Cc1nc(N2CCC(C(N)=O)CC2)c2nnn(Cc3ccccc3)c2n1	-9.6

Continued:
SMILES	14-3-3 PPI
CCOC(=O)c1sc2nc(NC(=O)COc3ccccc3)sc2c1C	-5.1
CC(C)(C)C(=O)N/C(N)=N/c1nc2ccccc2s1	-3.2
Cc1ccccc1NC(=O)c1cc2c(=O)n3cccc(C)c3nc2s1	0.9
CC(=O)Nn1cnc2c(c1=O)C1(CCCC1)Cc1ccccc1-2	-4.5
CCC(=O)c1ccc(OC(=O)c2ccc(Br)o2)cc1	-13.5
Cc1c(O)c(CN2CCCC(C)C2)cc2c3c(c(=O)oc12)CCC3 (stereo unspecified)	-5.8
O=C1CS/C(=N/C(=O)N2c3ccccc3Sc3ccccc32)N1	-149.5
